# HIV fusion peptide = cell-free HIV fusion peptide-binding blockers – biochemical, uHTS, fluorescence dequenching, primary screen (AID 1986); cell-free peptide binding, fluorescence dequenching, 30 min; higher % means a stronger effect; inhibition, % at 20 µM; hits with a dose series show IC50 in µM; 0.3% of 290,000 active; in the data active = inhibition mostly above about 52%, no sharp cut-off; inactive = mostly below about 76%; note: some results filed as inactive read as strong as hits
# KOR beta-arrestin-1 = kappa opioid receptor blockers – cell-based, luminescence, uHTS (AID 1778). inhibition, % at 10 µM; hits with a dose series show IC50 in µM. 0.091% of 290,000 active. KOR beta-arrestin recruitment, luminescence, antagonist mode; higher % means a stronger effect; note: strong numbers were not always called active
# MgcRacGAP inhibition = MgcRacGAP GTPase-activating activity inhibitors, confirmation, biochemical, ADP Hunter fluorescence; MgcRacGAP-stimulated Rac1 GTP hydrolysis, ADP Hunter fluorescence; higher % means a stronger effect; GST-tagged Rac1 F28L mutant substrate; inhibition, % at 30 µM; hits with a dose series show IC50 in µM; 0.6% of 340,000 active;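 active = first-screen hits whose inhibition reached a set limit at any dose in the follow-up dose series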;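 note: fluorescence reports GDP produced by GAP-driven GTP hydrolysis; strong numbers were not always called active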
# HEK293 NOD2/NF-kB = NOD2 signaling inhibitors, cell-based, luminescence, uHTS, HEK293 (AID 1566). HEK293 NOD2/NF-kB luciferase reporter, luminescence; higher % means a stronger effect. one-dose inhibition, % at 4 µM; EC50 in µM for titrated hits. 0.63% of 290,000 active; note: many of its hits are not listed in these tables
# NOD1 NF-kB reporter = inhibition of NOD1-driven NF-kB reporter – cell-based, luminescence, uHTS, primary screen (AID 1578); NOD1-driven NF-kB luciferase reporter cells, luminescence; higher % means a stronger effect; inhibition, % at 4 µM, or EC50 in µM where a hit was titrated; 1% of 290,000 active; in the data active = inhibition mostly above about 36%, no sharp cut-off; inactive = mostly below about 34%;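 note: HEK-293T reporter cells stimulated with the NOD1 agonist gamma-tri-DAP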
# SV40 large T antigen = TAg ATPase/helicase activity blockers – biochemical (AID 1903); 0.39% of 310,000 active; inhibition, % at 20 µM, or IC50 in µM where a hit was titrated; SV40 large T antigen ATPase/helicase inhibition assay; higher % means a stronger effect; in the data active = a potency from the dose series; note: strong numbers were not always called active
# KOR beta-arrestin-2 = kappa opioid receptor activators – cell-based, luminescence, uHTS, primary screen (AID 1777). KOR beta-arrestin recruitment, luminescence; higher % means a stronger effect. activation, % at 10 µM; hits with a dose series show EC50 in µM. 0.02% of 280,000 active; in the data active = activation above about 50%, passing the limit was not always enough; note: a part of the inactive calls stands beside numbers as strong as those of hits
# GPR55 activation = selective activators of receptor GPR55 – imaging, U2OS cells, beta-arrestin-GFP redistribution, primary screen (AID 1961) | U2OS GPR55 beta-arrestin-GFP redistribution imaging; higher % means a stronger effect | activation, % at 10 µM, or EC50 in µM where a hit was titrated | 0.048% of 290,000 active;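 active = activation above 40% with more than 50 cells counted in the well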;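 note: U2OS osteosarcoma cells stably expressing GPR55 and beta-arrestin-GFP; plate controls were DMSO negative control for no effect and LPI positive control for full effect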
# GPR55 antagonists = GPR55 antagonists blocking LPI-driven arrestin recruitment, primary screen, imaging, U2OS, beta-arrestin-GFP, LPI agonist (AID 2013) | 0.13% of 290,000 active | one-dose inhibition, % at 10 µM; IC50 in µM for titrated hits | U2OS GPR55 beta-arrestin-GFP translocation imaging, LPI antagonism; higher % means a stronger effect;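 active = spots per cell inhibited over 60%, with over 100 cells counted and total cytoplasm intensity under 500,000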;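 note: U2OS cells stably carrying GPR55 and arrestin-GFP stimulated by 5 µM LPI near EC80; imaged beta-arrestin-GFP aggregate spots per cell after agonist stimulation; plate controls were LPI-stimulated DMSO wells for no effect and DMSO wells without LPI for full effect; some results filed as inactive read as strong as hits; confirmed hits need IC50 under 10 µM and bright autofluorescent wells are also inconclusive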
# Numbers without * were called inactive; / = no result given; [ ] = another dose, or the depositor's remark. Cut-off read from the data, not from the text of the source, unless noted: active = inhibition above about 50%; inactive = the rest.
NOD1 NF-kB reporter,MgcRacGAP inhibition,GPR55 antagonists,KOR beta-arrestin-1,HEK293 NOD2/NF-kB,GPR55 activation,SV40 large T antigen,KOR beta-arrestin-2,HIV fusion peptide,mol
17%,6%,11%,-28%,10%,0.6%,-1%,-3.7%,-0.5%,FC(F)(F)c1cccc(Sc2nc(-c3ccccc3)nnc2C(F)(F)F)c1
-10%,3%,5%,36%,-5%,-0.4%,-6%,-1.6%,2.7%,CS(=O)(=O)N1CCC(C(=O)Nc2cc(Cl)cc(Cl)c2)CC1
-4%,10%,5%,-7%,15%,0.6%,24%,4.8%,0.5%,O=C(O)CC(CC(=O)N1CCOCC1)c1ccccc1 (configuration not stated)
10%,8%,6%,-5%,-3%,0.2%,5%,4.0%,98%,N#CC(c1nc2ccccc2nc1N1CCCC1)S(=O)(=O)c1ccccc1 (configuration not stated)
-1%,5%,4%,10%,-22%,0.6%,8%,2.0%,1.3%,Cc1ccc(/C=N/NC(=O)Cc2cccn2C)s1
/,7%,9%,11%,-10%,-0.1%,11%,-4.0%,9.6%,Cc1cc(Cl)ccc1NC(=O)CSc1nnc(Cc2cccs2)n1Cc1ccco1
-5%,9%,0%,-18%,14%,-0.2%,1%,-0.8%,-0.2%,O=C(CSc1nnc(-c2ccncc2)n1CC1CCCO1)Nc1nccs1 (configuration not stated)
-18%,4%,-4%,-26%,16%,-0.3%,10%,1.1%,-2.2%,CSc1nc(S(=O)(=O)c2ccc(C)cc2)c(Cl)s1
-22%,9%,-8%,-1%[20 µM],20%,0.2%,2%,1.2%,0.7%,CCCCc1cc(=O)oc2cc(C)cc(OCC(=O)NCC3CCC(C(=O)O)CC3)c12 (configuration not stated)
0%,8%,2%,-3%,4%,0.0%,8%,-2.1%,1.7%,Cc1nn(C)c(C)c1/C=N/O
-11%,-1%,11%,16%,-16%,0.2%,/,-4.5%,-3.4%,CC1CN(c2ccc(Oc3ccccc3)cc2)c2nc3c(c(=O)n(CC(N)=O)c(=O)n3C)n2C1 (configuration not stated)
-4%,9%,4%,-71%,2%,-0.4%,-1%,-1.5%,-0.4%,Cc1onc(C(=O)NCc2cccs2)c1[N+](=O)[O-]
-5%,9%,0%,-44%,2%,-0.3%,5%,-2.9%,-1.6%,NC(=O)C[C@@H]1NC(=O)CNC(=O)c2cc([N+](=O)[O-])cc(I)c2NCCC(C(N)=O)NC1=O (some centres not stated)
2%,11%,-1%,-39%,7%,0.5%,21%,2.1%,0.1%,Cc1cc(C)cc(OCC(=O)NNC(=O)c2cc(C)[nH]n2)c1
-47%,15%,-1%,-43%,-96%,0.2%,20%,2.6%,6.2%,COc1ccc(NC(=O)CC2C(=O)N(c3ccc(Cl)cc3)C(=S)N2CCc2ccccn2)cc1 (configuration not stated)
10%,7%,7%,1%,10%,0.0%,7%,-2.3%,2.1%,COc1ccc(CN(C)C(=O)CCl)cc1

# A second format for some results above:
# Results follow in this order: NOD1 NF-kB reporter | MgcRacGAP inhibition | GPR55 antagonists | KOR beta-arrestin-1 | HEK293 NOD2/NF-kB | GPR55 activation | SV40 large T antigen | KOR beta-arrestin-2 | HIV fusion peptide
FC(F)(F)c1cccc(Sc2nc(-c3ccccc3)nnc2C(F)(F)F)c1
  17% | 6% | 11% | -28% | 10% | 0.6% | -1% | -3.7% | -0.5%
CS(=O)(=O)N1CCC(C(=O)Nc2cc(Cl)cc(Cl)c2)CC1
  -10% | 3% | 5% | 36% | -5% | -0.4% | -6% | -1.6% | 2.7%
O=C(O)CC(CC(=O)N1CCOCC1)c1ccccc1 (configuration not stated)
  -4% | 10% | 5% | -7% | 15% | 0.6% | 24% | 4.8% | 0.5%
N#CC(c1nc2ccccc2nc1N1CCCC1)S(=O)(=O)c1ccccc1 (configuration not stated)
  10% | 8% | 6% | -5% | -3% | 0.2% | 5% | 4.0% | 98%
Cc1ccc(/C=N/NC(=O)Cc2cccn2C)s1
  -1% | 5% | 4% | 10% | -22% | 0.6% | 8% | 2.0% | 1.3%
Cc1cc(Cl)ccc1NC(=O)CSc1nnc(Cc2cccs2)n1Cc1ccco1
  / | 7% | 9% | 11% | -10% | -0.1% | 11% | -4.0% | 9.6%
O=C(CSc1nnc(-c2ccncc2)n1CC1CCCO1)Nc1nccs1 (configuration not stated)
  -5% | 9% | 0% | -18% | 14% | -0.2% | 1% | -0.8% | -0.2%
CSc1nc(S(=O)(=O)c2ccc(C)cc2)c(Cl)s1
  -18% | 4% | -4% | -26% | 16% | -0.3% | 10% | 1.1% | -2.2%
CCCCc1cc(=O)oc2cc(C)cc(OCC(=O)NCC3CCC(C(=O)O)CC3)c12 (configuration not stated)
  -22% | 9% | -8% | -1%[20 µM] | 20% | 0.2% | 2% | 1.2% | 0.7%
Cc1nn(C)c(C)c1/C=N/O
  0% | 8% | 2% | -3% | 4% | 0.0% | 8% | -2.1% | 1.7%

# The listing continues:
NOD1 NF-kB reporter,MgcRacGAP inhibition,GPR55 antagonists,KOR beta-arrestin-1,HEK293 NOD2/NF-kB,GPR55 activation,SV40 large T antigen,KOR beta-arrestin-2,HIV fusion peptide,mol
-5%,7%,8%,-9%,11%,0.0%,-1%,-2.6%,-3.0%,Cc1ccc(-c2[nH]ncc2C(=O)c2ccccc2C)c(O)c1
2%,6%,8%,27%,-7%,-0.1%,23%,-1.3%,1.0%,O=C(Nc1ccn(Cc2c(F)c(F)c(F)c(F)c2F)n1)c1cccc(Cn2cc([N+](=O)[O-])cn2)c1
-4%,8%,-3%,-5%,15%,2.4%,12%,-2.3%,0.1%,Cc1ccc(-c2csc(NC(=O)C3=NN(C4CCS(=O)(=O)C4)C(=O)CC3)n2)cc1 (configuration not stated)
-11%,7%,4%,-7%[20 µM],23%,-0.1%,0%,-1.4%,-0.1%,CSc1ccccc1NC(=O)Cc1ccccc1
-2%,12%,-18%,-27%,-17%,-0.2%,3%,4.9%,1.5%,O=C(Nc1ccccc1OC(F)F)c1cccc(S(=O)(=O)N2CCCC2)c1
-14%,10%,-8%,-40%[20 µM],-1%,-0.1%,8%,1.6%,24%,O=C(O)c1nn(-c2cccc(Cl)c2)c(=O)cc1O
-1%,/,-2%,-10%,-14%,-0.1%,1%,-2.0%,1.8%,O=S(=O)(c1ccc(F)cc1)N1CCN(CC(O)COc2ccccc2F)CC1 (configuration not stated)
-31%,5%,-5%,-12%,11%,0.3%,3%,-4.4%,-1.0%,CCOc1c(Cl)cc(CNCC(O)c2ccccc2)cc1OC (configuration not stated)
7%,8%,-1%,41%,-19%,-0.1%,26%,-3.2%,-0.8%,O=C(CSc1nccc(=O)[nH]1)c1ccccc1Br
-9%,2%,7%,-59%,-2%,0.7%,8%,5.9%,0.6%,Cc1c(NC(=O)C(C)n2cc([N+](=O)[O-])cn2)c(=O)n(-c2ccccc2)n1C (configuration not stated)
-5%,12%,4%,-23%,-19%,-0.1%,7%,-2.2%,-0.7%,COc1ccc(NC(=O)Nc2ccccn2)cc1OC
11%,2%,0%,5%,10%,-0.2%,5%,0.2%,2.1%,COC(=O)c1[nH]c2ccccc2c1NS(=O)(=O)c1ccc(OC)cc1OC
-8%,-3%,6%,-8%,3%,-0.1%,16%,-2.2%,4.6%,C/C(=C\c1cc(C(=O)O)c(C)o1)CO
/,10%,-9%,-3%,/,-0.1%,5%,4.3%,-1.2%,COc1ccc(-c2cc(C(=O)NCCCN3CCOCC3)on2)cc1OC
-8%,15%,16%,-19%,-14%,0.0%,6%,-5.5%,-0.4%,O=C(NCCO)c1cc2c([nH]c3ccccc32)c(-c2ccc(F)cc2)n1
-14%,13%,8%,-1%,11%,0.6%,3%,2.9%,-1.1%,COCCn1nnnc1C(C(C)C)N(Cc1cccnc1)Cc1ccccc1Cl (configuration not stated)
-8%,11%,5%,7%[20 µM],5%,0.2%,12%,-6.2%,0.2%,Cc1ccc(C(=O)Nc2ccc(Nc3ccccc3)cc2)c(Cl)c1
-22%,6%,-10%,-73%,-5%,-0.1%,7%,6.0%,0.2%,Cc1cc(OCC(=O)N2CCC(O)CC2)c2c(C)cc(=O)oc2c1
-5%,17%,11%,6%[20 µM],-5%,0.3%,1%,-6.2%,-0.8%,O=[N+]([O-])c1ccc(N2CCc3ccccc3C2)cc1
-40%,7%,8%,0%[20 µM],-15%,-0.3%,-2%,-1.5%,1.2%,CN(Cc1ccccn1)Cc1nc(-c2ccc(Cl)cc2)no1
-21%,-7%,2%,-12%,6%,-0.3%,12%,-8.2%,-1.9%,O=C(NCc1ccccc1)c1cc[n+](Cc2ccccc2)cc1
-25%,4%,-1%,13%,3%,-0.3%,11%,2.2%,-0.6%,COc1ccc(NC(=O)c2cccnc2SC)cc1S(=O)(=O)N1CCCCC1
-19%,-7%,-8%,2%,3%,-0.1%,5%,-2.8%,0.1%,CCN(CC)CC(=O)Nc1ccc(C)cc1Br
-65%,-3%,0%,-33%,-63%,-0.1%,1%,-0.3%,1.7%,COc1ccc(-c2nnc(NC(=O)c3ccco3)s2)cc1
3%,5%,17%,-12%,13%,-0.1%,4%,-1.7%,2.3%,CC(C)(C)OC(=O)C(Cc1ccc(OC(C)(C)C)cc1)NC(=O)CNC(=O)OCc1ccccc1 (configuration not stated)
-13%,2%,0%,-40%,9%,-0.5%,2%,1.9%,0.0%,c1ccc(-n2nnnc2-c2cccnc2)cc1
-4%,12%,16%,26%,16%,-0.1%,6%,-4.5%,-0.2%,COc1cc(/C=C/C(=O)O)cc(S(=O)(=O)Nc2ccccc2Oc2ccccc2)c1OC
/,1%,11%,8%,2%,-0.1%,10%,-1.5%,-1.3%,Cc1ccc(NC(=O)CN(c2ccccc2F)S(C)(=O)=O)cc1
-23%,4%,26%,19%,9%,0.2%,8%,-0.3%,-0.5%,CCc1nccn1CCC(=O)NC1CC(C)(C)Cc2c1cnn2-c1cccc(F)c1 (configuration not stated)
-12%,3%,20%,26%,9%,-0.2%,5%,-2.7%,0.7%,COC(=O)CSc1cc(C)nc(NC(C)=O)n1
-5%,7%,-15%,-20%,-172%,-0.2%,11%,-2.0%,2.8%,O=C(Nc1ccccc1)C1=C[C@@H](c2ccc(Br)cc2)C[C@@H](OCCCCO)O1
7%,-1%,6%,9%,7%,0.3%,-7%,-4.2%,1.7%,O=C1c2ccccc2C(Nc2ccc(S(=O)(=O)N3CCCCC3)cc2)N1c1ccccn1 (configuration not stated)
-15%,6%,10%,5%,14%,0.0%,13%,9.6%,-0.9%,CCCNC(=O)/C(=C/c1cn(S(=O)(=O)N(C)C)c2ccccc12)NC(=O)c1ccc(OC)cc1
-22%,9%,3%,10%,-5%,-0.1%,13%,4.3%,-0.9%,CCOc1ccccc1NC(=S)NC1CC2CCC1C2 (configuration not stated)
0%,-3%,6%,17%,-5%,0.0%,9%,8.4%,24%,CC1CCCN(C(C(=O)NC2CCCCC2)c2cc3c(cc2[N+](=O)[O-])OCO3)C1 (configuration not stated)
5%,5%,-6%,-9%,-40%,-0.1%,2%,3.4%,0.9%,COc1ccccc1CC(=O)NC1CCN(Cc2ccccc2)CC1

# Screens as filed in PubChem.

# An excerpt; rates above refer to the full screens.
